# Screens deposited in PubChem by several laboratories.
# Tat transport = E. coli Tat export inhibitors, primary screen, MC4100, TorA-mCherry reporter, fluorescence, single point; inhibition, % at 10 µM; 0.036% of 340,000 active; AID 488895, 2010;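 active = mean replicate inhibition at least 50% and at least half of replicates individually reaching 50%; inconclusive = only one of the two criteria met; inactive = neither criterion met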;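 also: exported cargo escapes ClpAP degradation while cytoplasmic cargo is degraded and loses fluorescence; 0% = median of neutral control wells and 100% = median of NaSCN control wells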
# Wnt act = Wnt/beta-catenin pathway activators, primary screen, cell-based, plate reader, single point; Wnt/beta-catenin reporter cell assay, activator; activation, % at 9.35 µM; 1.2% of 300,000 active; in the data active = activation above about 30%, passing the limit was not always enough; inconclusive = no clear call, values can overlap the other calls;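 also: 0% = neutral control wells and 100% = positive control wells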
# CAL PDZ FP-1 = CAL PDZ peptide-binding inhibitors, primary screen, biochemical, fluorescence polarization, Cer-tagged CAL PDZ, HTS; Golgi-associated PDZ and coiled-coil motif-containing protein (Homo sapiens), Q9HD26; purified CAL PDZ, TMR-peptide fluorescence polarization, 1 h; inhibition, % at 20 µM; 0.02% of 330,000 active; AID 504414, 2011;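 active = highest replicate inhibition of at least 40%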;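 also: plate controls were DMSO neutral control wells for no effect and unlabeled competitor peptide control wells for full effect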
#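 material = purified tagged CAL PDZ domain construct (CerCALP) | compound dosing = 20 µM, one dose | times = 1 h at RT | measured by = fluorescence polarization from S- and P-plane intensities, G-factor corrected | read-out = inhibition from polarization loss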
# SR-BI DiI-HDL act = activators of SR-BI mediated DiI-HDL uptake, primary screen, ldlA[mSR-BI] CHO cells, DiI fluorescence; 3 h; 100 = double the neutral-control signal; AID 504775, 2011; activation, % at 12.5 µM; 0.096% of 320,000 active;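 active = mean replicate activation of at least 60% and every replicate at or above 60%; inconclusive = mean or all-replicate condition met, but not both; inactive = mean below 60% and not all replicates reaching 60%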;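 also: 0% = median plate neutral-control signal and 100% = twice that signal; values of inactives mirror those of a sister screen read the other way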
#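 System: LDL receptor-deficient CHO ldlA cells overexpressing murine SR-BI | Timing: 3 h uptake period with compound, 37 °C | Medium: HEPES-buffered (25 mM, pH 7.4) F12 plus 0.5% BSA | Dosing: Single-point compound dose | Signal: Bottom-read fluorescence, 550/595 nm | Read-out: Retained DiI signal reflecting DiI-HDL uptake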
# AddAB inh = growth inhibition of E. coli expressing H. pylori AddAB, primary screen, AddAB inhibitor project, absorbance; inhibition, % at 11.9 µM; 0.29% of 330,000 active; AID 435030, 2010; in the data active = inhibition above about 12%;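 also: 0% = vehicle wells of infected cells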
# Ecoli viability = E. coli V3065 growth inhibition, primary screen, counter-screen for AddAB inhibitor project, absorbance, OD600. AID 449728, 2010. inhibition, % at 11.9 µM. 18 h. 0.27% of 330,000 active;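 active = inhibition above the campaign's mean inhibition across all tested compounds plus 3 SD, cut at about 9.9% in these data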;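 also: uninfected addAB+ strain grown without phage in ampicillin broth; 0% = DMSO wells and 100% = ciprofloxacin 0.95 µg/ml wells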
# SR-BI HDL uptake = inhibitors of SR-BI mediated HDL lipid uptake, primary screen, ldlA[mSR-BI] cells, fluorescence, single point | Scavenger receptor class B member 1 (Mus musculus), Q61009 | ldlA[mSR-BI] CHO cells, DiI-HDL uptake fluorescence, 3 h | inhibition, % at 12.5 µM | 0.96% of 320,000 active;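 active = mean replicate inhibition of at least 70% and a set share of replicates each scoring 70 or more; inconclusive = meets just one of the two criteria; inactive = fails both criteria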;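 also: 0% = median of neutral control wells and 100% = median of positive control wells; values of inactives mirror those of a sister screen read the other way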
# Target sequence (Q61009 whole entry, looked up): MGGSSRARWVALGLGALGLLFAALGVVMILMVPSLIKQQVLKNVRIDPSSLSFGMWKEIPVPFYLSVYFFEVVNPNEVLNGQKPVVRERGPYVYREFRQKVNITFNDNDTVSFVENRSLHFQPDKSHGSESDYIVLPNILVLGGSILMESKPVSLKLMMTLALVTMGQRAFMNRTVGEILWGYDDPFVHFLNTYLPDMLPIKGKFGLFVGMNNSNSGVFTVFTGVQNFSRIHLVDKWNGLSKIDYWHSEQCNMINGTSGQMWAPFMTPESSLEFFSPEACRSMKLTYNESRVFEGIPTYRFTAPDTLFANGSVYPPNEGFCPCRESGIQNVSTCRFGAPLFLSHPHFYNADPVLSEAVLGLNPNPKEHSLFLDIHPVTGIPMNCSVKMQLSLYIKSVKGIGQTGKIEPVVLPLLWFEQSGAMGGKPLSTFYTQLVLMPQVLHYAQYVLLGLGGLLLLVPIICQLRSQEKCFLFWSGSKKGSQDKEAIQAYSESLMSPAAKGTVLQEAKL
# CAL PDZ FP-2 = untagged CAL PDZ binding inhibitors, primary screen, biochemical, fluorescence polarization, HTS | Golgi-associated PDZ and coiled-coil motif-containing protein (Homo sapiens), Q9HD26 | purified CAL PDZ, TMR-peptide fluorescence polarization, 1 h | inhibition, % at 24.9 µM | 0.92% of 300,000 active | AID 602252, 2012;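 active = mean inhibition of at least 30% with at least half of replicates also reaching 30%; inconclusive = no clear call, values can overlap the other calls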;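 also: 0% = DMSO neutral control and 100% = excess unlabeled competitor peptide PRC23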
# phage Ecoli inh = growth loss of phage-infected E. coli, primary screen, RecBCD inhibitor project, absorbance, with phage, HTS. inhibition, % at 11.9 µM. AID 651602, 2012. 0.26% of 360,000 active; in the data active = inhibition above about 11%
# MITF TRPM1 HTS = activators of MITF-driven TRPM1 promoter reporter, primary screen, cell-based, SK-MEL-5, luciferase, single point | 0.75% of 300,000 active | SK-MEL-5 TRPM1-promoter luciferase, 24 h; % of positive control, neutral wells = 0 | activation, % at 12.5 µM | AID 588334, 2011;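 active = mean activation of at least 80% with every replicate also reaching 80%; inconclusive = mean reaches 80% but some replicate falls short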;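 also: 0% = neutral control wells and 100% = parthenolide positive control wells; values of inactives mirror those of a sister screen read the other way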
# Starred values were filed as active, the others as inactive; ? = inconclusive; / = not tested or not shown. This is a random part of the collection, and some 3.6% of all compounds hit somewhere here.
# The line under a structure holds: Tat transport	Wnt act	CAL PDZ FP-1	SR-BI DiI-HDL act	AddAB inh	Ecoli viability	SR-BI HDL uptake	CAL PDZ FP-2	phage Ecoli inh	MITF TRPM1 HTS
> O=C1NC2(CCCC2)Oc2ccccc21
  4.7	-0.6	0.0	4.6	5.0	2.9	-4.6	2.7	1.8	5.3
> Cc1cccc(CSc2nnc(-c3ccccn3)n2N)c1
  -5.3	/	-1.0	8.1	-0.9	-3.5	-8.1	-3.1	-0.7	18.2
> CC(C)S(=O)(=O)c1cnc(-c2ccccn2)nc1N
  -6.7	3.0	-0.8	8.3	1.7	-1.5	-8.3	-2.4	-1.3	/
> O=C(Nc1ccc(C(=O)N2CCCC2)cc1)c1ccccc1
  2.5	4.7	-0.7	2.7	/	/	-2.7	1.0	0.9	31.2
> Cc1ccnn1-c1ccc(C(=O)NCC(c2ccco2)N2CCCC2)cc1 (centres undefined)
  -4.8	4.8	-0.6	-2.4	1.3	0.7	2.4	-3.2	0.3	/
> CCOC(=O)c1ccc(NC(=O)CN2C(=O)CNC2=O)cc1
  6.0	/	-0.4	6.7	2.1	0.7	-6.7	-3.5	0.4	5.1
> CC(C)Cc1cc(C(=O)Nc2cccnc2)no1
  -19.2	20.0	0.4	10.6	-0.6	1.6	-10.6	-1.9	3.6	/
> CCN(CC)S(=O)(=O)c1ccc(C)c(NC(=O)/C=C/c2cccs2)c1
  3.6	-0.7	-1.1	-14.8	3.0	-2.4	14.8	-9.1	-0.9	-11.1
> Cc1cccc(C)c1NC(=O)COC(=O)CCC(=O)c1cccs1
  2.1	-0.9	0.3	22.5	4.5	1.9	-22.5	-4.0	3.7	-3.2
> O=C(C[n+]1cccc(O)c1)NCc1ccc(Cl)cc1
  -1.2	1.4	-0.2	17.5	0.6	1.1	-17.5	-6.4	1.8	-15.3
> CN1CCN(C2=C(NS(=O)(=O)c3cccs3)C(=O)c3ccccc3C2=O)CC1
  0.1	1.5	-0.1	-14.5	1.7	0.3	14.5	-5.0	4.3	-76.6
> CCNC(=O)C(=O)N/N=C/c1cc([N+](=O)[O-])ccc1O
  -5.9	-0.3	-2.9	4.4	0.3	1.5	-4.4	-4.7	4.5	-14.8
> O=C(c1cccc(F)c1)N1CCN(Cc2ccc3c(c2)OCO3)CC1
  7.6	-1.5	-0.2	25.7	0.8	0.6	-25.7	/	3.6	-4.3
> CCOc1[nH]n(-c2ccccc2)c(=O)c1C=NCc1ccncc1
  -12.0	-3.4	-1.2	29.3	1.2	-0.5	-29.3	-2.5	3.2	8.4
> CCC1CCCCN1CCCNC(=O)c1ccc2c(c1)c(C)c(C)n2CC (centres undefined)
  -5.1	-3.4	-0.1	-49.2	-3.9	-0.6	49.2	1.2	-0.2	11.0
> C=CCNc1cc(C)oc(=O)c1C(=O)CCC
  0.1	/	-1.3	/	0.8	1.3	/	-1.9	3.0	10.6
> CC(=O)/C(C#N)=C1\NC(=O)C(Cc2ccccc2Cl)S1 (centres undefined)
  -1.3	-21.2	-0.7	15.9	0.7	0.3	-15.9	-0.2	1.6	1.4
> Cc1ccc2nc(/C(C#N)=C\c3cc(O)ccc3[N+](=O)[O-])[nH]c2c1
  -7.9	4.2	-0.8	0.6	4.8	3.1	-0.6	1.2	3.2	-10.9
> CC(O)CSc1nc2c(c(=O)n(C)c(=O)n2C)n1CCCc1ccccc1 (centres undefined)
  -9.0	3.6	-1.1	-4.8	0.5	-0.9	4.8	/	2.4	/
> COc1ccc(OCC(O)CNC(=O)Nc2ccccc2)cc1 (centres undefined)
  23.2	0.8	-0.2	10.7	0.9	-3.1	-10.7	/	2.0	/
> Cc1csc(NC(=O)C2CCCN(S(=O)(=O)c3cccnc3)C2)n1 (centres undefined)
  -6.8	-2.1	0.0	9.3	3.5	1.0	-9.3	-0.7	2.0	-0.5
> Cc1ccc2nc(NC(=O)C3CCCN(S(=O)(=O)c4cccc5nsnc45)C3)sc2c1 (centres undefined)
  -3.5	1.1	-1.5	-47.7	4.2	2.8	47.7	-3.8	4.5	-17.0
> C=CCc1cc(C)ccc1OCCOCCn1ccnc1
  -9.2	-0.3	-0.1	-10.0	-1.7	1.0	10.0	-3.0	3.2	2.8
> CS(=O)(=O)N1CCc2cc(C(=O)Nc3ccc(Br)cc3)ccc21
  1.6	-2.3	-0.6	-49.5	0.6	0.4	49.5	-6.3	-1.6	18.6
> Cc1ccc(-n2nc3c(c2NC(=O)c2ccco2)CS(=O)C3)cc1 (centres undefined)
  2.9	2.1	0.8	9.8	0.8	0.2	-9.8	-2.8	0.6	-4.1
> Clc1ccc(-n2nnc(-c3cccnc3Cl)n2)cn1
  -13.2	40.9*	0.2	-9.6	2.0	1.4	9.6	3.2	0.4	126.1*
> CCC1(c2ccc(F)cc2)NC(=O)N(CC(=O)NC2CC2)C1=O (centres undefined)
  -7.3	30.9*	-1.3	-1.5	0.8	-0.2	1.5	-4.2	1.5	0.4
> O=C(Nc1ccccc1C(F)(F)F)c1cccnc1
  -0.1	-6.9	-1.6	23.8	-1.0	-1.7	-23.8	0.0	3.4	/
> CCSc1nnc(NC(=O)c2cccc(S(=O)(=O)N(C)c3ccc(C)cc3)c2)s1
  1.3	/	-0.9	11.7	2.4	0.5	-11.7	-3.9	4.2	-2.5
> CCCC(=O)Nc1ccc(-c2nc3cc(C)c(C)cc3o2)cc1
  -1.6	/	-2.3	-40.9	0.8	-0.7	40.9	0.0	1.5	46.3
> Cc1cccc(OCC(=O)Nc2nc(-c3ccncc3)cs2)c1
  7.2	-2.6	-1.1	8.0	0.4	-1.3	-8.0	4.3	1.5	/
> O=C(O)CC(c1cccc2ccccc12)n1cccc1 (centres undefined)
  7.7	-0.2	-3.4	14.1	0.5	-1.1	-14.1	-1.7	1.4	0.3
> O=C1/C(=C/c2ccc3c(c2)OCO3)CCC/C1=C\c1ccc2c(c1)OCO2
  0.0	1.9	-1.0	6.3	0.0	-0.1	-6.3	-2.3	5.3	-6.9
> CCN1C(=O)CC(C(C)C)N(C2CCCC2)c2nc(Nc3ccc(C(=O)NC4CCN(C)CC4)cc3OC)ncc21 (centres undefined)
  13.3	/	0.2	7.5	/	/	-7.5	-3.8	/	-82.3
> CCN(CC)CC(=O)Nc1ccc(C)cc1C(=O)c1ccccc1
  ?	-0.8	-1.0	7.6	-1.1	-0.9	-7.6	-2.0	1.8	/
> Cc1ccc(NC(=S)NC(=O)Cc2ccccc2)c(O)c1
  9.4	2.8	/	-4.4	/	/	4.4	-2.7	3.0	22.1
> CCOc1cc(C)c(C(C)C)cc1S(=O)(=O)n1ccc(C)n1
  5.4	-4.3	-0.1	-30.0	-0.5	-0.3	30.0	-5.4	3.0	-1.4
> CCOc1cc(/C=C/c2nc3cc(C)c(C)cc3s2)ccc1OCC(=O)N1CCOCC1
  7.0	-1.3	-0.7	-35.5	1.3	-2.6	35.5	-0.8	1.9	-2.0
> CCCCNC(=S)N(C)/N=C/c1ccccc1C(=O)O
  -6.8	/	-0.4	-0.6	1.3	-0.9	0.5	-1.5	0.7	/
> CCS(=O)(=O)c1nc(S(=O)(=O)c2ccc(C)cc2)c(NCCCn2ccnc2)s1
  -0.6	-1.6	-0.3	15.4	2.3	-3.3	-15.4	/	1.7	2.4
> COc1ccc(NC(=O)CCNS(=O)(=O)c2ccc(Br)s2)cc1
  5.2	-0.3	-1.1	17.3	3.3	0.9	-17.3	-0.4	2.5	-14.6
> CCSC1=NCCN1C(=O)c1ccc(S(=O)(=O)N(CC)CC)cc1
  -4.4	0.6	-2.6	3.7	-0.7	1.2	-3.7	-6.3	3.2	-3.7
> CCCn1nnnc1NC(=O)c1cc(Br)ccc1OC
  -5.9	3.0	-2.4	19.1	-0.2	-0.9	-19.1	-1.0	1.7	-12.4
> CC(=O)C(Cc1ccccc1)NC(=O)CN1CCc2ccccc2C1 (centres undefined)
  5.0	0.3	-0.6	17.3	0.0	-0.4	-17.3	3.4	1.4	-8.3
> CC(C)c1nc(SCC(=O)N2CCCc3ccccc32)c2c(=O)n(C)c(=O)n(C)c2n1
  19.5	-13.3	-2.4	-30.9	1.4	0.8	30.9	/	3.0	/
> O=C(Nc1cc(S(=O)(=O)Nc2ccc(Cl)cc2)ccc1N1CCCCC1)c1ccc(F)cc1Cl
  6.1	17.9	-0.6	-30.8	3.9	1.2	30.8	-6.6	0.9	-1.1
> Cn1cccc1/C=N/NC(=O)Cc1cccs1
  /	4.5	/	/	1.8	-0.8	/	/	1.2	/
> CC(/C=N/NC(=O)c1ccc(Cn2cc([N+](=O)[O-])cn2)o1)=C\c1ccccc1
  -5.5	2.5	-4.4	-39.0	0.6	1.1	39.0	-4.5	2.0	43.3
> Cn1c2ccccc2c(=O)c2cc(C#Cc3ccccn3)ccc21
  -5.5	21.4	-1.3	13.9	-0.2	-0.9	-13.9	-4.7	0.9	102.4*
> Cc1ccc(C)c(N(CC(=O)NC2CCCCC2)C(=O)c2csnn2)c1
  -3.6	0.0	-1.3	11.1	3.3	-1.8	-11.1	-2.0	-1.4	-9.8
> NC(=O)c1ccccc1Br
  0.1	-1.0	-0.1	2.7	2.1	0.2	-2.7	-0.8	0.9	5.5
> CS(=O)(=O)N1CCN(C(=O)c2cc(-c3ccncc3)nc3ccc(Cl)cc23)CC1
  4.6	/	-0.1	13.8	2.1	-0.5	-13.8	-3.1	-0.6	-4.8
> CC(C)CN(C(=O)CN1CCN(S(=O)(=O)c2ccccc2)CC1)c1c(N)n(CC(C)C)c(=O)[nH]c1=O
  0.7	-2.6	-3.5	2.9	3.9	2.4	-2.9	-3.2	2.0	5.1
> CC(C)c1onc(C(=O)N2CCCCC2C)c1[N+](=O)[O-] (centres undefined)
  3.5	/	-1.4	-16.5	1.6	-0.8	16.5	-1.7	4.5	-5.3
> COc1ccc([C@@H]2[C@@H]3C(=O)N(C(C)(C)C)C(=O)[C@@H]3[C@]3(Cc4ccc(Cl)cc4)C(=O)N(c4ccc(OC)cc4)C(=O)N23)cc1
  -5.8	1.9	-0.7	21.7	1.3	-1.0	-21.7	5.7	3.6	4.6
> Cc1cc(C)n(-c2nnc(C)n2/N=C/c2ccccc2OCc2ccccc2Cl)n1
  -9.8	/	-1.7	-20.1	-1.8	-1.8	20.1	-2.1	1.9	1.3
> O=C(NCc1ccncc1)c1ccc(Cl)c(S(=O)(=O)N2CCOCC2)c1
  -2.8	-4.8	-2.0	3.9	0.6	-0.8	-3.9	0.9	2.9	/
